# KKLEB cytotox: counter-screen for CF NF-kB inhibitors: cytotoxicity; KKLEB CF airway cells viability, ATPlite luminescence, overnight; stronger effect = lower value; cells stimulated with P. aeruginosa culture filtrate; activity change (cytotoxicity), % at 5 µM; 360,000 compounds, 0.36% hits; AID 602141;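 active = corrected activity change at or below -50% at 5 µM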
# CF NFkB inh: blocks PAF-induced NF-kB reporter in cystic fibrosis cells | inhibition, % at 5 µM | AID 588850 | KKLEB NF-kB-GFP reporter, GFP fluorescence overnight | 360,000 compounds, 0.86% hits;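 active = at least 50% inhibition at 5 µM, scaled per plate between neutral and stimulator controls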;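 also: PAF is a Pseudomonas aeruginosa culture filtrate used as stimulus; plate controls were PAF-stimulated DMSO wells for no effect and unstimulated DMSO wells for full effect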
# iPSC survival up: hiPSC single-cell survival enhancement | AID 602274 | survival enhancement, % at 20 µM | 360,000 compounds, 0.044% hits | ATPlite luminescence; 100% = ROCK inhibitor wells, 0% = DMSO; in the data active = survival enhancement above about 18%;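 also: cells exposed to compounds for 16 hours before the ATP read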
# Peg3 prom inh: reduces Peg3 promoter-driven luciferase expression in HeLa; HeLa PEG-Prom luciferase reporter, luminescence, overnight; inhibition, % at 20 µM; 360,000 compounds, 1.7% hits; AID 588405;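 active = inhibition of at least 50% at 20 µM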
# C8 TRAIL sens: caspase-8 TRAIL sensitization; inhibition (viability loss, TRAIL sensitization), % at 10 µM; 360,000 compounds, 1% hits; NB7+C8 cells + TRAIL, ATPlite viability luminescence;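 active = compounds causing at least 50% loss of cell viability in the single-dose screen, relative to plate controls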
# NR2E3 ag-1: agonists of human nuclear receptor NR2E3. Q9Y5X4. GST-NR2E3/biotin-RetCOR TR-FRET, 1536-well. 320,000 compounds, 0.12% hits. AID 2300. inhibition of corepressor binding, % at 4.78 µM;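 active = percent inhibition above the cutoff of mean plus 3 SD of all tested compounds, set per screening campaign, cut at about 20% in these data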;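 also: 0% = DMSO wells and 100% = biotin wells as full block of FRET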
# Target sequence (Q9Y5X4 whole entry, looked up): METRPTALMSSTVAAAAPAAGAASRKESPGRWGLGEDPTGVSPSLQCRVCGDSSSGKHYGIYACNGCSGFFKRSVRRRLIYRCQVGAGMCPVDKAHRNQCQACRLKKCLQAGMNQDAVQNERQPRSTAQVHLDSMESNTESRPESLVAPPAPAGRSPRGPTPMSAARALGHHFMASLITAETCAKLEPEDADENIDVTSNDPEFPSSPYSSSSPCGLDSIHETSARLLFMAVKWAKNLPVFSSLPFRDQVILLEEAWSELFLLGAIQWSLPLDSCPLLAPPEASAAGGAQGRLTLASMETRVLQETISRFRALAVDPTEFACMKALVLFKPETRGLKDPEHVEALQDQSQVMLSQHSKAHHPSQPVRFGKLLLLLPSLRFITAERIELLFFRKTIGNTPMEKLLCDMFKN
#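 System: GST-NR2E3 and biotin-RetCOR proteins; probe or stimulus: 7 nM biotin-RetCOR; doses: compound at 4.8 µM, single dose; schedule: Compound–protein incubation for 5 h at 4 °C; detection: time-resolved FRET; read-out: percent inhibition; controls: biotin wells as high control, 0.6% DMSO wells as low control; format: 1536-well plates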
# Shn3 3UTR inh: inhibitors of Schnurri-3 3'UTR reporter in osteoblasts; Clone20 osteoblast Shn3 3'UTR firefly luciferase, 24 h; inhibition, % at 12.5 µM; 360,000 compounds, 0.52% hits; AID 588674;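 active = mean inhibition of at least 75% with every replicate also reaching 75%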;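 also: 0% = median of neutral control wells and 100% = pilot-screen positive control compound; some compounds past the cut are filed as inactive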
# HIF-2a inh: HIF-2a inhibition. 786-0 RCC cells HIF-2a reporter, luciferase luminescence, overnight. inhibition, % at 18.8 µM. 360,000 compounds, 0.72% hits;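 active = inhibition of the luminescence signal of 40% or more relative to plate controls, in a single-dose primary screen at 18.75 µM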
# LMP1 NFkB inh: reduces LMP1-driven NF-kappaB luciferase signal | LMP1-induced NF-kappaB luciferase reporter cells, luminescence | inhibition, % at 12.5 µM | 350,000 compounds, 0.69% hits; in the data active = inhibition above about 41%;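 also: 0% = neutral control wells and 100% = reference inhibitor control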
# NR2E3 ag-2: human photoreceptor-specific nuclear receptor agonism. 360,000 compounds, 0.35% hits. CHO-S Gal4-NCOR/VP16-NR2E3 two-hybrid, luciferase. AID 602229. inhibition of corepressor binding, % at 3.98 µM;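 active = inhibition above the mean of all tested compounds plus 3 SD, cut at about 70% in these data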;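 also: 0% = DMSO with NR2E3 transfected cells and 100% = cells lacking NR2E3 construct; higher means lower luciferase signal from less NR2E3 corepressor binding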
# TRPM1 prom inh: MITF TRPM1 promoter inhibition in SK-MEL-5 cells; SK-MEL-5 TRPM1 promoter luciferase, 24 h; inhibition, % at 12.5 µM; 330,000 compounds, 0.83% hits;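 active = mean inhibition across replicates of 60% or more, whatever share of single replicates reaches that level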; also: values of inactives mirror those of a sister screen read the other way
# * hit, by the source's call; x = not tested or not shown. An excerpt; rates above refer to the full screens.
molecule,KKLEB cytotox,CF NFkB inh,iPSC survival up,Peg3 prom inh,C8 TRAIL sens,NR2E3 ag-1,Shn3 3UTR inh,HIF-2a inh,LMP1 NFkB inh,NR2E3 ag-2,TRPM1 prom inh
COc1ccc([N+](=O)[O-])cc1N(CC(=O)Nc1ccccc1C(=O)NC(C)C)S(C)(=O)=O,8,0,0.3,15,6,-2,-7,14,-9,-5,-2
CC1(C)CC(N2CCN(CCO)CC2)=CC(=S)N1,7,-5,0.6,-9,2,-1,-36,27,-2,-32,-2
Cc1nc(N2CCN(Cc3nc4ccccc4[nH]3)CC2)c2oc3ccccc3c2n1,-12,10,-1.7,19,32,0,10,1,14,6,14
Cc1ccc(S(=O)(=O)/N=C/c2c(O)ccc3ccccc23)cc1,10,4,-0.4,12,2,6,-24,15,-7,-7,-11
CCc1nc(SCC(=O)Nc2ccc(N(C)C)cc2)n[nH]1,3,4,0.0,-24,2,-7,-2,4,1,-23,7
CC1CC(C)CN(C(=O)CSc2nnc(-c3ccc(Cl)cc3)o2)C1 (configuration not stated),9,16,-3.1,-6,17,-1,-7,-11,-2,17,-1
Cc1ccccc1OCCC(=O)OCC(=O)c1c(N)n(CC(C)C)c(=O)n(C)c1=O,-10,0,0.2,25,31,5,60,12,2,-35,8
Cc1ccc(NC(=O)C/C(N)=N/OC(=O)Nc2cccc(C)c2)cc1,4,0,-0.5,-11,15,3,-15,-50,-1,2,-6
CCn1c(C)nc2cc(C(=O)NN=C(C)c3ccc(C#N)cc3)ccc21,6,-4,4.8,-10,-8,x,5,-10,5,7,2
CCN(C(=O)c1ccnc(C(C)(C)C)c1)c1ccccc1,-1,-8,-2.3,12,8,5,13,14,-1,-17,10
Cc1ccc2nc(-c3ccncc3)cc(C(=O)Nc3ccc4c(c3)OCCO4)c2c1,-27,25,-0.6,20,-15,8,12,24,6,-37,25
COc1ccccc1Nc1ncnc2c1oc1ccccc12,4,-7,5.9,-388,5,2,-72,-303,-42,-90,-33
O=C(Nc1ccc(N2CCN(C(=O)c3ccco3)CC2)cc1)c1cccc(F)c1,8,-6,0.4,-54,12,0,-1,-98,-12,-27,-12
NC(=O)c1ccccc1NC(=O)C1CCCO1 (configuration not stated),-6,-12,-0.5,7,-3,-1,21,17,-6,-6,14
CCOC(=O)C(C)n1nc(C)c2sc3ccccc3c2c1=O (configuration not stated),11,-3,-1.6,17,8,3,-5,-18,-3,-19,6

# Reprinted from the entries so far for reference:
molecule,KKLEB cytotox,CF NFkB inh,iPSC survival up,Peg3 prom inh,C8 TRAIL sens,NR2E3 ag-1,Shn3 3UTR inh,HIF-2a inh,LMP1 NFkB inh,NR2E3 ag-2,TRPM1 prom inh
COc1ccccc1Nc1ncnc2c1oc1ccccc12,4,-7,5.9,-388,5,2,-72,-303,-42,-90,-33
O=C(Nc1ccc(N2CCN(C(=O)c3ccco3)CC2)cc1)c1cccc(F)c1,8,-6,0.4,-54,12,0,-1,-98,-12,-27,-12
NC(=O)c1ccccc1NC(=O)C1CCCO1 (configuration not stated),-6,-12,-0.5,7,-3,-1,21,17,-6,-6,14
CCOC(=O)C(C)n1nc(C)c2sc3ccccc3c2c1=O (configuration not stated),11,-3,-1.6,17,8,3,-5,-18,-3,-19,6

# Continued:
molecule,KKLEB cytotox,CF NFkB inh,iPSC survival up,Peg3 prom inh,C8 TRAIL sens,NR2E3 ag-1,Shn3 3UTR inh,HIF-2a inh,LMP1 NFkB inh,NR2E3 ag-2,TRPM1 prom inh
COc1ccc(C(=O)C[n+]2cccc(Br)c2)cc1,-1,3,-0.6,9,1,1,0,9,-7,-24,7
COCCCNC(=O)Nc1ccc2c(c1)N(C)C(=O)CS2,-1,-10,3.8,-10,-6,-2,-16,-5,5,-12,13
O=C(c1ccc(Cl)cc1)c1cc(-c2ccccn2)c(N2CCOCC2)s1,-13,-22,-1.7,22,3,11,18,11,8,-15,1
O=C(Cn1cnc2ccccc2c1=O)Nc1ccc2c(c1)OCO2,-6,1,-0.8,-146,8,5,-47,-127,-2,-50,-39
CCOc1nc(-c2ccccc2)c2cc(C)ccc2n1,-16,7,0.1,-63,-14,4,-5,6,7,10,14
COc1cc(C2c3cc4c(cc3C(OC3OC5COC(c6cccs6)OC5C(O)C3O)C3COC(=O)C23)OCO4)cc(OC)c1O (configuration not stated),10,33,-4.1,21,15,2,94*,7,75*,12,76*
CCOc1ccc(-c2ccc(NS(=O)(=O)c3cc([N+](=O)[O-])c(C)c([N+](=O)[O-])c3)cc2)nn1,20,-11,0.2,-2,-5,2,8,-1,-4,43,11
Cc1c(C(=O)NCc2ccc3c(c2)OCO3)sc(=O)n1Cc1ccc(-c2ccccc2)cc1,-2,30,1.1,0,-5,x,4,7,x,-3,x
Cc1sc2nc(CSCC(=O)Nc3ccc(C(F)(F)F)cc3)[nH]c(=O)c2c1C,-5,2,-2.4,5,30,0,-15,10,-2,3,8
COc1cc(Nc2nc3c(N)cc(C(F)(F)F)cc3nc2-c2ccccc2)cc(OC)c1OC,-2,35,-0.1,-51,7,x,26,-76,-10,-52,-13
CC(C)NC(=O)c1ccc(Cl)cc1Cl,5,-2,-0.3,4,-1,1,-13,-7,4,-16,-4
FC(F)(F)c1cc(-c2cccs2)nc2cc(-c3ccccc3)nn12,-1,-4,5.4,-24,6,1,9,-19,13,3,3
Cc1ccc(C(=O)N/C(=C\c2cccs2)C(=O)NCc2cccnc2)cc1,-11,-4,2.3,-14,-4,2,8,11,6,-15,6
Cc1nnc(NC(=O)CSc2nnc(CC(=O)Nc3ccccc3Cl)n2C)s1,5,-10,0.2,-17,-9,8,-16,-27,2,7,1
CCOC(=O)c1ccc(NC(=O)CN2C(=O)CCC2=O)cc1,-2,-9,-1.1,-12,-8,0,-32,8,-7,-26,3

# Shown as a hit in Shn3 3UTR inh, among the entries above:
structure	CF NFkB inh	Peg3 prom inh	NR2E3 ag-1	Shn3 3UTR inh	HIF-2a inh	LMP1 NFkB inh	NR2E3 ag-2	TRPM1 prom inh
COc1cc(C2c3cc4c(cc3C(OC3OC5COC(c6cccs6)OC5C(O)C3O)C3COC(=O)C23)OCO4)cc(OC)c1O (configuration not stated)	33	21	2	94*	7	75*	12	76*

# The main list resumes with the 4 entries that preceded the break.
molecule,KKLEB cytotox,CF NFkB inh,iPSC survival up,Peg3 prom inh,C8 TRAIL sens,NR2E3 ag-1,Shn3 3UTR inh,HIF-2a inh,LMP1 NFkB inh,NR2E3 ag-2,TRPM1 prom inh
FC(F)(F)c1cc(-c2cccs2)nc2cc(-c3ccccc3)nn12,-1,-4,5.4,-24,6,1,9,-19,13,3,3
Cc1ccc(C(=O)N/C(=C\c2cccs2)C(=O)NCc2cccnc2)cc1,-11,-4,2.3,-14,-4,2,8,11,6,-15,6
Cc1nnc(NC(=O)CSc2nnc(CC(=O)Nc3ccccc3Cl)n2C)s1,5,-10,0.2,-17,-9,8,-16,-27,2,7,1
CCOC(=O)c1ccc(NC(=O)CN2C(=O)CCC2=O)cc1,-2,-9,-1.1,-12,-8,0,-32,8,-7,-26,3
Cc1nn(Cc2ccc(Cl)cc2)c2sc(C(=O)O)cc12,-1,-3,-1.5,9,5,2,-3,18,3,-3,12
CCC1CCCCN1CCCNC(=O)C1CCN(c2nnc(-n3cccc3)s2)CC1 (configuration not stated),2,-6,-0.6,-6,-1,0,8,1,7,8,-13
CCOC(=O)CN(C(=O)CSc1nnc(CNc2ccc(C)cc2C)o1)c1ccccc1,6,1,1.8,26,-5,-5,9,19,-1,-36,8
CCN(CC)S(=O)(=O)c1ccc(C(=O)Oc2ccc3c(c2)OCO3)cc1,0,4,1.2,2,-7,-2,-3,21,-1,14,3
O=C(O)c1ccccc1C(=O)NC1=NN(c2ccccc2)CC1,0,13,-0.6,1,-16,-6,-1,-3,-9,-12,3
COc1ccc(N(Cc2cc3ccccc3[nH]c2=O)S(C)(=O)=O)cc1,-7,12,0.2,22,-8,0,48,9,1,8,6
C/C(=N/NC(=O)Cc1c(C)[nH][nH]c1=O)c1ccc(O)cc1,10,-11,-1.8,3,-7,-1,8,23,7,16,-5
N#Cc1cccc(NC(=O)CNc2cccc(S(=O)(=O)N3CCCC3)c2)c1,8,-13,-0.5,12,16,1,16,-2,3,14,7
COc1cc2c(C(=O)N3CCN(c4ccccc4F)CC3)cn(C)c(=O)c2cc1OC,-4,-3,0.0,19,-1,3,7,6,5,-21,5
COc1ccc(CNC(=O)CSc2ccc(Br)cc2)cc1OC,12,-4,-0.8,8,-10,5,-5,11,-11,5,-18
O=C(NCC(O)c1nc2ccccc2[nH]1)c1cc2ccccc2[nH]1 (configuration not stated),9,-5,0.8,-7,-22,x,-25,21,x,2,x
CCOCCCNc1ccc(N2C(=O)CCCC2=O)cc1[N+](=O)[O-],4,-10,2.3,17,-17,-4,14,10,3,-7,-1
O=C(NC1CCCCCC1)c1nc2ncccn2n1,3,9,-0.4,-22,-1,1,-17,-4,1,4,-1
CC1=C(C(=O)Nc2ccccc2)C(c2ccc3c(c2)OCO3)C2=C(CCCC2=O)N1 (configuration not stated),3,0,-1.5,4,28,5,1,-4,-2,14,10
C[C@H](CO)N1C[C@H](C)[C@@H](CN(C)S(=O)(=O)c2ccc3ccccc3c2)OCc2cnnn2CCCC1=O,-3,-6,0.6,2,3,x,-18,14,-5,-16,x
Cc1ccc(C)n1-c1cccc(NC(=O)c2ccccc2)c1,1,-19,-0.2,-7,14,0,-19,-83,-41,29,13
CCCCN(C(C)=O)C1CC(=O)N(c2ccc(OCCC)cc2)C1=O (configuration not stated),-2,-7,-0.5,-1,3,1,4,19,7,-52,2
CCOC(=O)COc1ccc2ccccc2c1/C=C/[N+](=O)[O-],-23,62*,-1.0,107*,-9,0,95*,90*,12,-11,83*

# From PubChem
